High-throughput results deposited in PubChem by NCI.
NCI-60 one-dose screen, 48 h, at 10 µM unless noted. Numbers give growth in % (100 = growth as untreated, 0 = no growth, -100 = all killed).
UACC-257: UACC-257 melanoma | 4.4% of 78,000 active | AID 1794764
SK-MEL-28: SK-MEL-28 melanoma | 4.1% of 81,000 active
LOX IMVI: LOX IMVI melanoma; 7.4% of 79,000 active; AID 1794757
SK-MEL-2: SK-MEL-2 melanoma; AID 1794763; 4.7% of 77,000 active
SK-MEL-5: SK-MEL-5 melanoma. 6.4% of 80,000 active
MDA-MB-435: MDA-MB-435 melanoma. 7.8% of 82,000 active
UACC-62: UACC-62 melanoma; 5.4% of 81,000 active; AID 1794756
MALME-3M: MALME-3M melanoma; 5.8% of 78,000 active; AID 1794766
Starred values were filed as active, the others as inactive; . = not tested or not shown; & = joins results of further samples; ! = a repeat was not active. The calls were made as follows: active = growth percent below 10; inactive = the rest. This is a random part of the collection; 12% or so of the library scored in one or more.

SMILES	UACC-257	SK-MEL-28	LOX IMVI	SK-MEL-2	SK-MEL-5	MDA-MB-435	UACC-62	MALME-3M
CCCCCCC(C)N1C(=O)c2ccccc2C1=O (configuration not stated)	110.9	103.5	96.0	113.8	98.6	100.2	98.4	92.8
CCCCN1C=CCN(CCCC)C1	10.8	40.0	68.8	24.4	-6.1*	6.6*	24.5	-22.1*
O=C(CCl)OCCCCCOC(=O)CCl	97.7	108.2	98.8	107.3	106.2	102.5	107.4	105.1
COc1ccc2sc3c(Cl)nc4ccccc4c3c(=O)c2c1	95.3	105.4	74.0	110.6	68.2	106.9	92.0	82.9
Cc1c(C)c2c(c(C)c1O)CCC(C)(CCCC(C)CCCC(C)CCCC(C)C)O2 (configuration not stated)	105.2	107.9	102.7	94.6	91.6	95.5	86.6	88.4
O=S(=O)(NCCNc1nccc(-n2ccc3cccnc32)n1)c1cccc(Br)c1	106.3	109.0	95.3	108.6	99.6	104.0	90.4	108.2
COc1cc(C2C(Cl)C(=O)N2n2cnnc2)ccc1O (configuration not stated)	89.7	106.3	90.6	101.2	104.2	101.7	94.2	104.1
CCCc1c(CC)c(=N)c2ccccc2n1C	-64.1*	-80.8*	1.1*	37.3	19.2	7.6*	-3.8*	-88.7*
O=c1c2ccccc2nc(SCc2nnc(Nc3ccccc3)s2)n1CCc1ccccn1	102.3	104.0	95.7	108.0	103.4	103.6	96.6	98.8
O=C(/C(=C/c1ccc([N+](=O)[O-])cc1)SCc1ccc(F)cc1)c1ccc(F)cc1	107.6	103.3	32.0	90.4	95.4	85.0	63.7	88.8
Fc1ccc(-c2nnc(-c3c(-c4ccc(F)cc4)nc4ccccn34)o2)cc1	85.1	85.0	65.4	119.7	80.4	85.1	92.2	119.7
CC1(C)C(=O)/C(=C\c2ccccc2[N+](=O)[O-])C[C@]2(C)[C@H]3CC[C@@H]4[C@@H](C(=O)/C=C/c5ccccc5[N+](=O)[O-])CC[C@@]4(C)[C@]3(C)CC[C@@H]12	80.6	83.2	.	100.6	85.7	95.3	71.8	97.6
CCN(CC)CCCC(C)Nc1cnc(C(=O)Nc2cc(F)cc3cccnc23)cn1 (configuration not stated)	-12.4*!	22.7&63.2	-48.5*!	50.0&96.7	-92.2*!	3.2*!	1.0*!	-76.1*
FC(F)(F)Oc1ccc2c(c1)C[C@H]1C[C@@H](c3ccoc3)N2O1	87.4	108.3	91.8	118.4	114.6	88.8	98.8	109.2
Fc1ccccc1CSc1ncnc2c1ncn2C1CCCCO1 (configuration not stated)	129.0	109.3	88.7	122.3	93.1	114.3	96.9	107.5
Cc1cc2nc3c(=O)[nH]c(=O)nc-3n(CC(O)C(O)C(O)C(O)CO)c2cc1C (configuration not stated)	97.7	107.0	96.4	103.4	99.8	111.7	101.3	112.4
N#C/C(=C/c1c(O)ccc2ccccc12)C(N)=O	106.5	110.3	55.9	87.6	94.1	104.5	103.9	99.4
Cc1cc(N=NC(=N)N)c(C(C)C)cc1NN=C(N)N	96.8	104.3	106.0	99.6	125.8	109.4	89.6	104.4
C=CCC(=O)N[C@H](Cc1ccc(-c2cc(Cl)cc(Cl)c2)cc1)[C@H](O)[C@@H](O)C(=O)O	75.8	107.3	98.1	102.4	101.3	112.7	.	103.3
NNC(=O)c1nnsc1-c1csnn1	117.0	111.8	104.1	101.7	112.4	106.9	96.7	115.4
CC1(C)O[C@@H]2C[C@H]3[C@@H]4CC=C5C[C@@H](O)CC[C@]5(C)[C@H]4CC[C@]3(C)[C@]2(C(=O)CO)O1	108.7	113.9	96.6	109.0	105.1	109.1	91.6	111.9
CCCC(OC(=O)CC)c1ccc(Cl)cc1 (configuration not stated)	105.7	109.3	108.7	.	110.4	119.5	103.2	124.7
CCOC(=O)c1ccccc1NC(=O)CN(CC)CC	104.3	112.4	97.8	81.9	105.5	107.0	98.9	101.8
CC(=O)OC[C@@]12Oc3c(cccc3-c3ccc(O)c4c3O[C@]3(COC(C)=O)C(=C4O)C(=O)C[C@H](C)[C@@H]3OC(C)=O)C(O)=C1C(=O)C[C@H](C)[C@@H]2OC(C)=O	-9.0*	9.5*	-66.1*	-20.4*	-62.8*	13.0	-36.9*	-15.5*
COc1ccc2c(c1)CC/C(=C\c1cnccc1OC)C2=O	99.4	.	95.5	109.9	.	98.8	.	100.2
CCCCCC(=O)OC/C=C/c1ccccc1	106.2	106.4	90.7	102.5	103.0	96.0	102.3	88.1
COc1cccc(/C=C/C(=O)c2sc(Nc3ccc(O)cc3)nc2C)c1	85.0	101.7	87.5	79.9	95.4	88.4	94.4	95.0
Cn1c(=O)c2c(nc(Br)n2CC(=O)Nc2ccc(Cl)cc2Cl)n(C)c1=O	112.1	104.7	95.3	113.6	99.2	99.6	99.4	95.1
Cc1ccc(N=C=Nc2ccc(C)cc2)cc1	114.0	123.5	112.3	116.2	117.5	114.2	90.7	140.4
Cc1cc2nc(SCC(=O)O)[nH]c2cc1C	107.8	104.0	103.1	104.0	.	103.8	104.1	94.3
N#Cc1ccc(NN=Nc2ccccc2C#N)cc1	94.9	108.3	98.4	109.5	98.2	102.2	101.6	111.6
C=C(C)[C@@H]1CC[C@]2(C(=O)O)CC[C@]3(C)[C@H](CC[C@@H]4[C@@]5(C)Cc6cc(Cc7ccccc7)oc6C(C)(C)[C@@H]5CC[C@]43C)[C@@H]12	76.5	100.2	87.0	91.2	69.7	94.2	65.1	106.0
Cc1c(C(=O)/C=C/c2ccc(N(C)C)cc2)nnn1-c1ccc(C(=O)O)cc1	98.9	102.6	16.6	101.5	105.2	100.3	91.7	97.9
O=C(Cc1csc2nc(-c3ccc(Cl)cc3)cn12)N/N=C/c1ccccc1O	46.5	.	38.6	75.8	45.8	67.4	46.0	74.5
Cc1nc2ccccc2c(=O)n1-c1cccc(OCc2cn(-c3cccc(C(=O)O)c3)nn2)c1	89.4	111.8	96.8	102.1	101.6	108.6	99.6	104.8
O=c1[nH]c2ccc(Cl)cc2cc1CSc1ccccc1Nc1nccc(-c2ccc3ccccc3c2)n1	104.3	112.7	113.3	116.3	95.8	95.0	75.2	90.4
COCC(OC)C(CC=C(C#N)C#N)OC (configuration not stated)	103.4	98.5	93.7	113.6	98.6	97.2	98.9	99.8
N#CC(C(=O)/C(=N/Nc1nc(=S)[nH]n1N)C(C#N)c1ccccc1)c1ccccc1 (configuration not stated)	67.5	112.3	95.4	103.0	101.8	101.0	105.8	107.5
CCNc1nc(N2CC(=O)Nc3cc(OC)ccc32)c2ccccc2n1	.	45.0	20.5	31.6	-81.6*	-25.8*	9.1*	51.0
CCOC(=O)c1c(C)oc2ncnc(Nc3ccc(OCc4cccc(F)c4)cc3)c12	.	96.9	85.3	101.6	93.4	103.3	80.3	124.6

Entries of single compounds, looked up by structure. Screens in order: UACC-257	SK-MEL-28	LOX IMVI	SK-MEL-2	SK-MEL-5	MDA-MB-435	UACC-62	MALME-3M
`COCC(OC)C(CC=C(C#N)C#N)OC` (configuration not stated) is entered as 103.4	98.5	93.7	113.6	98.6	97.2	98.9	99.8
`C=C(C)[C@@H]1CC[C@]2(C(=O)O)CC[C@]3(C)[C@H](CC[C@@H]4[C@@]5(C)Cc6cc(Cc7ccccc7)oc6C(C)(C)[C@@H]5CC[C@]43C)[C@@H]12` is entered as 76.5	100.2	87.0	91.2	69.7	94.2	65.1	106.0
`Cc1c(C(=O)/C=C/c2ccc(N(C)C)cc2)nnn1-c1ccc(C(=O)O)cc1` is entered as 98.9	102.6	16.6	101.5	105.2	100.3	91.7	97.9
`N#CC(C(=O)/C(=N/Nc1nc(=S)[nH]n1N)C(C#N)c1ccccc1)c1ccccc1` (configuration not stated) is entered as 67.5	112.3	95.4	103.0	101.8	101.0	105.8	107.5
`O=c1[nH]c2ccc(Cl)cc2cc1CSc1ccccc1Nc1nccc(-c2ccc3ccccc3c2)n1` is entered as 104.3	112.7	113.3	116.3	95.8	95.0	75.2	90.4

The list goes on:
SMILES	UACC-257	SK-MEL-28	LOX IMVI	SK-MEL-2	SK-MEL-5	MDA-MB-435	UACC-62	MALME-3M
COc1ccc(C2=NN(C(C)=O)C(c3ccc(Oc4nc5c(c(=O)n(C)c(=O)n5C)n4C)c(OC)c3)C2)cc1 (configuration not stated)	101.5	105.4	89.0	114.3	96.4	97.9	88.6	114.7
O=C1CN(Cc2ccc(C(=O)NO)cc2)C(=O)[C@H](Cc2c[nH]c3ccccc23)N1	96.8	106.3	110.2	108.7	108.0	102.5	95.4	99.8
CC(=O)C(N=Nc1ccccc1)C(C)=O	97.1	107.0	108.9	101.4	98.5	100.2	100.0	91.3
COc1cc(/C=C\C(C)=N\Nc2ccccc2)ccc1O	79.2	119.5	73.1	92.5	95.0	69.7	69.8	126.9
CCN(CCNc1ccc(C)c2sc3cc(Cl)ccc3c(=O)c12)CC(C)O (configuration not stated)	-61.1*	-64.5*	-83.4*	40.7	-98.1*	6.0*	-70.3*	82.1
CC(C)(C)n1cc(-c2ccnc(NCCCNS(=O)(=O)c3ccc(C(F)(F)F)cc3)c2)c(-c2cccc(O)c2)n1	17.2	-48.3*	-81.8*	0.9*	16.7	32.2	48.7	-18.0*
CC(=O)CC(=O)N1CCc2ccccc21	105.0	106.0	99.1	99.0	107.6	97.8	94.5	131.4
COc1ccc(C2CC(c3ccc(OC)c(OC)c3)=NN2C(=O)c2cc(OC)c(OC)c(OC)c2)cc1 (configuration not stated)	66.3	70.5	36.1	12.6	5.8*	-26.6*	41.9	57.7
C=C(C)[C@@H]1CC[C@]2(C(=O)O)CC[C@]3(C)[C@H](CC[C@@H]4[C@@]5(C)C[C@@H](CC#Cc6ccc(C(C)=O)s6)[C@H](O)C(C)(C)[C@@H]5CC[C@]43C)[C@@H]12	40.2	76.5	65.0	51.9	43.3	81.5	52.3	82.6
CC(C)(C)C(=O)Nc1nc2c(s1)CCc1ccn(S(=O)(=O)c3ccccc3)c1-2	95.0	101.4	84.5	81.8	99.9	107.8	77.2	99.6
Cc1cccc(N2C(=O)/C(=C/C(Cl)=C/c3ccc([N+](=O)[O-])cc3)SC2=S)c1C	14.3	24.2	-70.4*	64.0	-33.4*	10.4	0.5*	-8.5*
CCCCC1=NC2(CCCC2)C(=O)N1Cc1ccc(-c2ccccc2-c2nn[nH]n2)cc1	103.9	112.1	92.1	119.2	.	98.1	109.0	82.1
O=C1NN(C(=O)c2ccc([N+](=O)[O-])cc2)C(c2ccccc2)=N/C1=C\c1cn(-c2ccccc2)nc1-c1ccccc1	107.7	115.5	98.2	107.5	104.6	102.2	84.9	105.3
O=C1c2ccccc2C(O)(c2ccccc2)N1c1ccc([N+](=O)[O-])cc1Cl (configuration not stated)	98.0&87.4	100.4&109.9	95.1	120.2&94.0	92.0	105.9&111.0	83.5&93.1	86.3
O=C(NC(=O)c1c(Cl)nc2sccn12)Nc1ccc(Cl)cc1	84.9	101.8	76.5	93.9	96.8	98.9	73.1	77.8
O=C(N=c1n(-c2ccccc2)nc2n1CCN2C1=NCCN1C(=O)c1ccc(Cl)cc1)c1ccc(Cl)cc1	102.8	88.8	86.6	83.3	70.9	70.5	73.6	91.2
O=CN1N=C(c2ccc(Nc3ccnc4cc(Cl)ccc34)cc2)CC1c1ccc(Cl)cc1 (configuration not stated)	77.7	39.2	32.0	52.1	-27.4*	-19.6*	28.7	34.5
CC(=O)c1ccccc1OC(F)(F)C(F)Cl (configuration not stated)	105.5	110.8	95.6	96.3	99.7	98.1	106.9	103.8
COc1cc(OC)c(/C=N/NC(=S)NC23CC4CC(CC(C4)C2)C3)c(OC)c1	87.6	94.2	98.0	96.9	73.9	94.5	85.1	97.2
Cc1ccc(-c2cc3c(cc2O)C2CCCCC2(N2CCOCC2)O3)cc1 (configuration not stated)	102.2	111.2	87.1	100.7	99.1	98.4	71.2	101.3

Random excerpt: 4 records from the list
SMILES	UACC-257	SK-MEL-28	LOX IMVI	SK-MEL-2	SK-MEL-5	MDA-MB-435	UACC-62	MALME-3M
CC(=O)c1ccccc1OC(F)(F)C(F)Cl (configuration not stated)	105.5	110.8	95.6	96.3	99.7	98.1	106.9	103.8
O=C1c2ccccc2C(O)(c2ccccc2)N1c1ccc([N+](=O)[O-])cc1Cl (configuration not stated)	98.0&87.4	100.4&109.9	95.1	120.2&94.0	92.0	105.9&111.0	83.5&93.1	86.3
O=C1NN(C(=O)c2ccc([N+](=O)[O-])cc2)C(c2ccccc2)=N/C1=C\c1cn(-c2ccccc2)nc1-c1ccccc1	107.7	115.5	98.2	107.5	104.6	102.2	84.9	105.3
O=C(N=c1n(-c2ccccc2)nc2n1CCN2C1=NCCN1C(=O)c1ccc(Cl)cc1)c1ccc(Cl)cc1	102.8	88.8	86.6	83.3	70.9	70.5	73.6	91.2

The listing continues:
SMILES	UACC-257	SK-MEL-28	LOX IMVI	SK-MEL-2	SK-MEL-5	MDA-MB-435	UACC-62	MALME-3M
c1ccc2c(c1)C[C@@H](c1c[nH]c3ccccc13)c1[nH]c3ccccc3c1[C@H]2c1c[nH]c2ccccc12	83.6	81.9	81.0	78.1	87.8	73.5	61.3	81.8
Cc1cc(NCCCCCCNc2cc(C)[n+](C)c3ccccc23)c2ccccc2[n+]1C	92.4	104.0	92.9	102.5	71.4	106.1	90.7	93.2
CS(=O)(=O)Nc1ccc(CC(=O)N2CCN(c3ccc(C(F)(F)F)cn3)CC2)cc1	92.0	109.5	90.3	93.8	79.0	93.4	81.2	89.9
Nc1nc(N)nc(Nc2ccccc2)n1	106.8	109.5	105.2	101.9	99.3	109.9	98.7	124.6
CS(=O)(=O)c1ccc(-c2nc3ccccn3c2C=Nc2ccc(Br)cc2)cc1	85.0	74.7	48.0	107.9	62.4	65.0	27.7	84.7
COC(=O)CC[C@@H]1O[C@@H](c2ccccc2)[C@@H](I)[C@H]1O	111.1	107.0	100.5	115.0	98.9	98.4	104.9	105.5
S=C1c2ccccc2SC2c3cccn3CCN12 (configuration not stated)	.	114.1	98.0	94.2	.	111.1	81.0	114.5
CC(=O)NCCc1ccccc1	96.5	110.5	100.5	.	109.2	110.0	96.6	98.6
O=[N+]([O-])C1CCCCC1	100.2	107.5	99.1	113.9	107.0	107.4	103.9	91.4
O=C1c2ccccc2C(=O)N1CCS(=O)(=O)O	90.7	107.3	101.3	97.1	113.2	99.6	.	112.0
